FN deposit inh = inhibitors of fibronectin matrix deposition, primary screen, AH1F cells, Alexa488-fibronectin fluorescence, plate reader. inhibition, % at 12.6 µM. 350,000 tested, 0.086% active. AID 743247, 2014. AH1F fibroblasts, overnight;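 active = mean inhibition across replicates of 30% or more, regardless of how many single replicates reach that level; inconclusive = mean under 30% yet at least half of replicates reach 30%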;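 also: positive control wells lacked labelled fibronectin entirely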
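Material: AH1F fibroblast monolayer depositing Alexa488-labelled fibronectin into matrix / Amount: 10000 AH1F cells per well / Signal: fluorescence 485/525 nm / Medium: DMEM, 2% serum / Compound: single dose, pinned / Incubation: 1 h cell adhesion before compound, then overnight fibronectin incubation / Reagent: Alexa488-FN, 24 nM final / Read-out: inhibition of fibronectin deposition signal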
PglD inh = C. jejuni PglD acetyltransferase inhibitors, primary screen, biochemical, DTNB colorimetric, single point; UDP-N-acetylbacillosamine N-acetyltransferase PglD (Campylobacter jejuni); purified PglD enzyme, DTNB colorimetric CoA detection; inhibition, % at 12.5 µM; 360,000 tested, 0.098% active; AID 602405, 2012; in the data active = inhibition above about 16%, passing the limit was not always enough; inconclusive = no clear call, values can overlap the other calls; also: strong numbers were not always called active
miR122 inh = miR-122 Renilla sensor signal increase in Huh7, primary screen, miR-122 inhibitor project, cell-based, single point, plate reader; 340,000 tested, 0.3% active; activation (reporter increase), % at 12.5 µM; Huh7 miR-122 Renilla luciferase sensor, 48 h; neutral wells = 0, positive control = 100;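 active = mean replicate activation score at least 90 and every replicate individually at or above 90; inconclusive = only one of the two criteria met; inactive = neither criterion met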;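 also: higher luciferase means less miR-122 activity so hits act as miR-122 inhibitors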
CFTR F508del cor = F508del CFTR correction, initial screen, CFBE line, single point | activity (quench increase), % at 7.58 µM | CFBE cells, YFP halide quenching; stimulated with forskolin plus potentiator P3; % fluorescence drop versus neutral controls | 350,000 tested, 0.36% active | AID 720511, 2013;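 active = mean added fluorescence quench of at least 8% versus neutral control, with both replicates also reaching 8%; inconclusive = only one of the mean or replicate conditions met; inactive = mean below 8% and not both replicates reaching 8%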;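 also: cells transiently co-express mutant CFTR-F508del with the halide-sensitive YFP; corrector assay measuring rescue of mutant channel to the surface after 24 h compound exposure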
GSIS activator = GLuc luminescence reporter in INS-1E cells, primary screen for activators of glucose-dependent secretion of insulin. 370,000 tested, 0.61% active. activation, % at 16.6 µM. INS-1E GLuc reporter insulin secretion, 2-3 h. AID 743287, 2014;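 active = lowest replicate activation of at least 40%, so every replicate reaches that level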;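 also: 0% = median of neutral control wells and 100% = median of IBMX positive control wells; some compounds called inactive have numbers as strong as hits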
C2C12 statin = suppressors of statin myotoxicity in C2C12 myotubes, primary screen, cell-based, single point, plate reader; rescue of ATP level, % at 7.49 µM; C2C12 myotubes + simvastatin, ATP luminescence, 48 h; scaled: DMSO 0, geranylgeraniol control 100; 330,000 tested, 0.78% active;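 active = mean ATP rescue above about 67%, or every replicate alone reaching that limit, limit read from the data, passing the limit was not always enough; inconclusive = no clear call, values can overlap the other calls; inactive = mean under the limit and some replicate under it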;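 also: myotubes were challenged with 10 µM simvastatin during compound exposure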
Cneo AK release = Cryptococcus neoformans cell lysis inducers, primary screen, AK release luminescence, single concentration. C. neoformans lysis, adenylate kinase release luminescence, 4 h; normalised: neutral wells 0, clomiphene wells 100. lysis activity, % at 15 µM. 360,000 tested, 0.2% active;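 active = mean lysis activity across replicates of at least 80%, whatever share of replicates individually reach that level; inactive = mean lysis activity below 80%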
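Material: C. neoformans cells; Schedule: 4 h static compound exposure, 37 °C, read 1 h post-reagent; Measured by: adenylate kinase release luminescence; Read-out: signal increase indicating cell lysis; Controls: Clomiphene as positive lysis control.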
PGC1a acetyl inh = inhibitors of PGC1a acetylation signal, primary screen, cell-based, U2OS, AlphaScreen, inhibitor mode; AlphaScreen anti-acetyl-lysine; with virally co-expressed GCN5 acetyltransferase; inhibition, % at 15.6 µM; 350,000 tested, 0.17% active; AID 651687, 2012;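 active = every replicate shows inhibition of at least 40%; inconclusive = mean inhibition at least 40% but some replicate below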;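 also: 0% = neutral control wells and 100% = positive control wells; some results beyond the cut were filed as inactive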
Active calls of the source: *; ? = inconclusive; nt = no result given; & = joins results of further samples; [ ] = dose if it differs, or a comment.

SMILES	FN deposit inh	PglD inh	miR122 inh	CFTR F508del cor	GSIS activator	C2C12 statin	Cneo AK release	PGC1a acetyl inh
CC1CC(C)CN(S(=O)(=O)c2ccccc2[N+](=O)[O-])C1 (stereo not drawn)	5.7	4.8	-0.6	nt	8.0	nt	2.1	-0.2
CC(C)CCNC(=O)CSc1nnc(-c2ccc(S(=O)(=O)N3CCCC3)cc2)n1C	nt	-3.8	3.2	nt	nt	4.2	0.9	-3.9
CCN(CC)S(=O)(=O)c1ccc2oc(C(=O)N3CCOCC3)c(C)c2c1	10.2	1.8	-0.8	nt	nt	8.8	-1.4	-3.8
COc1ccccc1C(CNC(=O)c1ccc(S(=O)(=O)N2CCCCC2)cc1)N(C)C (stereo not drawn)	-7.1	1.5	nt	-3.8	nt	2.2	-1.1	-11.9
Cc1cccc(C2NC(c3cccc(C)c3)C([N+](=O)[O-])C(C)(C)C2[N+](=O)[O-])c1 (stereo not drawn)	-3.5	-3.6	-0.5	nt	-12.5	nt	8.5	-0.5
CC(=O)N1[C@@H]2c3cccc(=O)n3C[C@@H]2[C@@H](CO)[C@@H]1C(=O)NC1CCCCC1	nt	-0.4	-2.3[16.7 µM]	-2.8	12.9	3.1	-0.7	-3.1
Cc1ccc(SCC(=O)NC(=O)NCc2ccco2)c(C)c1	nt	1.2	2.4	nt	nt	95.8*	3.1	0.4
C=CCN1CN(S(=O)(=O)c2cccs2)c2nc3ccccc3nc21	-15.3	-1.3	2.9	nt	23.9	15.3	0.8	1.2
O=C(NCCc1ccccc1)C1CCC(CNS(=O)(=O)c2cccs2)CC1 (stereo not drawn)	-16.5	nt	nt	-3.5	6.9	nt	nt	-4.3
Cc1ccc(S(=O)(=O)Nc2ccc3c(c2)C(=O)N([C@H](C)CO)C[C@@H](C)[C@H](CN(C)S(=O)(=O)c2ccccc2)OCCCC[C@@H](C)O3)cc1	-5.5	0.5	-10.3[16.7 µM]	-1.2	-8.7	nt	2.7	-9.2
COC(=O)c1ccc2nc(-c3ccc(Cl)cc3)c(Cc3ccccc3OC)n2c1	0.6	-4.4	8.3	1.8	-16.5	7.8	-1.7	3.3
C[C@@H]1CN([C@H](C)CO)C(=O)c2cccc(NC(=O)C3CCCCC3)c2O[C@@H]1CN(C)C(=O)Nc1ccc(C(F)(F)F)cc1	nt	0.6	-9.0[16.7 µM]	-0.4	-35.9	-44.9	3.3	5.8
CCOc1ccccc1N(C(=O)c1snc(C(N)=O)c1N)C(C(=O)NC1CCCC1)c1cccs1 (stereo not drawn)	-0.5	-4.4	-1.7	-0.7	-7.0	-11.8	0.0	-4.8
C[C@H](O)C#Cc1ccc([C@@H]2[C@H](CO)N3CCCCN(S(=O)(=O)Cc4ccccc4)C[C@@H]23)cc1	nt	3.4	4.9[16.7 µM]	0.4	-10.7	-24.5	-1.9	6.2
Cc1ccc(S(=O)(=O)Nc2ccc3c(c2)C(=O)N([C@H](C)CO)C[C@H](C)[C@H](CN(C)C(=O)CCCN(C)C)OCCCC[C@H](C)O3)cc1	-2.1	3.5	-1.5[16.7 µM]	-3.9	15.3	nt	-0.2	11.0
CN1CCCC(CN2c3ccccc3Sc3ccccc32)C1 (stereo not drawn)	2.3	-3.2	-10.3	-5.6	nt	2.2	3.2	-24.6
COc1ccccc1-c1cc(C(=O)N2CCOCC2)no1	-0.9	2.1	-3.7	1.5	-16.8	-37.9	-1.0	13.8
C[C@@H]1CCCCO[C@@H](CN(C)Cc2ccc(Cl)c(Cl)c2)[C@H](C)CN([C@H](C)CO)C(=O)c2cc(NC(=O)NC3CCCCC3)ccc2O1	nt	-1.7	-4.6[16.7 µM]	0.6	6.4	-49.6	-2.1	nt
CCN1C(=NCCCCO)N[C@@H](c2cccc(C(F)(F)F)c2)C(C(=O)OC)=C1C	-3.4	0.5	0.0	-2.2	0.2	-0.2	-0.8	-11.8
Cc1nnc(SC(C)C)n(N)c1=O	-4.7	0.0	-4.1	-3.9	-4.8	3.3	-0.1	2.1
C[C@H]1CN([C@@H](C)CO)C(=O)c2cccc(NC(=O)Nc3ccc4c(c3)OCO4)c2O[C@@H]1CN(C)C(=O)Nc1ccc(F)cc1	nt	5.1	4.4[16.7 µM]	-3.2	-26.6	-14.5	-9.3	8.0
Cc1ccc(-c2nn(CCC(=O)O)cc2/C=C\C(=O)c2ccc(Br)cc2)cc1	5.5	nt	11.3	3.9	-13.4	nt	nt	nt
Cc1nc(SCC(=O)N(CC(C)C)C2CCS(=O)(=O)C2)c2c(C)c(C)sc2n1 (stereo not drawn)	-2.7	2.3	-5.1	2.5	-19.5	-8.0	1.0	1.9
COC(=O)c1cccc(NC(=O)c2cnn(C)c2)c1	1.0	-1.8	-2.0	nt	2.8	-5.6	-1.7	nt
COc1ccc(C(=O)c2ccccc2)c(OCC(=O)NC2CC2)c1	nt	5.3	-6.6	-0.9	-0.5	4.7	-3.1	-0.9
O=C(OCCOCCN=C1NS(=O)(=O)c2ccccc21)C1CC(=O)N(c2ccccc2)C1 (stereo not drawn)	nt	5.2	5.0	nt	nt	nt	1.3	-3.1
O=C(O)CC12CC3CC(C1)CC(n1ncc(N4CCC5(CC4)OCCO5)c(Cl)c1=O)(C3)C2	-6.5	nt	nt	0.5	15.7	nt	nt	-2.0
O=C(CC(c1ccccc1)C1CCCCC1=O)c1ccco1 (stereo not drawn)	nt	2.2	5.0	nt	nt	-9.6	-1.7	-3.6
CCC(=O)Nc1ccc2c(c1)C(=O)N(C)C[C@@H](OC)[C@H](C)CN(CCc1ccccc1)[C@H](C)CO2	1.8	-0.9	3.1[16.7 µM]	-0.8	-14.5	16.8	-3.0	4.8
CCc1n[nH]c(=O)n1Cn1c(CC)n[nH]c1=O	-1.5	7.6	-8.2	nt	nt	10.6	0.4	-0.8
CCn1c2ccccc2c2cc(/C=N/NC(=O)c3ccccc3C)ccc21	18.1	3.8	9.7	6.2	nt	nt	1.2	23.9
COC(=O)c1ccc(SCc2ccccc2)nc1	-7.2	2.5	1.4	-1.1	-6.3	nt	-0.2	3.1
Cc1ccc(S(=O)(=O)Nc2ccc3c(c2)C(=O)N([C@H](C)CO)C[C@H](C)[C@@H](CN(C)S(=O)(=O)c2cn(C)cn2)OCCCC[C@@H](C)O3)cc1	-6.3	2.3	10.9[16.7 µM]	-0.8	35.7	nt	0.9	-1.9
CCNC(=O)N1CCN(C(=O)NCC)CC1	nt	-4.8	-0.4	2.7	1.7	0.9	1.5	0.6
COc1cccc(C(=O)NCCSCc2ccccc2Cl)c1	-3.9	4.8	1.8	-0.2	nt	-0.7	-2.2	4.1
CCOC(=O)C(NC(C)=O)(Nc1ccc(S(=O)(=O)Nc2cc(C)nc(C)n2)cc1)C(F)(F)F (stereo not drawn)	-0.6	-5.0	25.1	nt	nt	nt	-11.1	nt
CC(C)(C)OC(=O)N1CCC(NC(=O)c2nc[nH]c2C(=O)NCC(=O)OCc2ccccc2)CC1	-4.0	-0.9	-0.6	-0.6	-33.1	-0.9	-0.3	-6.3
CC(C)NC(=O)Nc1ccc2c(c1)C(=O)N([C@H](C)CO)C[C@@H](C)[C@H](CN(C)Cc1ccc3c(c1)OCO3)O2	-1.2	0.8	-1.4[16.7 µM]	0.1	4.4	-4.5	-1.5	-1.7
COc1cccc(S(=O)(=O)N2C[C@@H]3N[C@H](C2)C3c2ccc(-c3ccccc3C)cc2)c1 (stereo partly drawn)	11.3&8.5	nt	nt	-1.4&-8.4	-4.5&7.2	nt	nt	-46.2
CCOC(=O)C1=C(CNCc2ccc(C)cc2)NC(=O)NC1c1cc(C)ccc1C (stereo not drawn)	nt	-1.4	-2.4	-0.4	-10.1	48.3	3.0	?
COc1ccc(/C=C/C(=O)OCC(=O)N2c3ccccc3CC2C)cc1OC (stereo not drawn)	nt	0.2	-4.2	-0.2	-5.3	-1.2	-1.2	8.4
COc1ccc(NC(=O)N(C)C[C@@H]2Oc3ccc(N(C)C)cc3C(=O)N([C@@H](C)CO)C[C@H]2C)cc1	-10.8	3.7	-7.0[16.7 µM]	0.1	0.4	-8.1	62.9	-0.9
Cc1nn(-c2ccccc2)c(C)c1NC(=O)COC(=O)Cc1ccccc1F	7.1	-1.6	-6.2	2.0	-1.3	-7.6	-1.2	-1.0
Cc1onc(-c2ccccc2)c1C(=O)N1CCCc2ccccc21	nt	-3.7	nt	nt	9.9	-20.1	0.3	-3.6
Cc1ccc(OCC(=O)N2CCc3ccccc3C2)c(C)c1	-3.1	-3.1	-8.3	-0.9	-36.9	9.2	1.8	4.7
C[C@H](CO)N1C[C@H](C)[C@H](CN(C)Cc2ccncc2)Oc2ncc(-c3cccc(F)c3)cc2C1=O	nt	-2.2&-5.3	1.3&2.4[16.7 µM]	-0.2&1.8	4.4	26.1&9.2	-7.0&-2.1	10.9&11.5
Cc1oc2cc3oc(=O)c(CC(=O)N[C@H](C(=O)N[C@@H](C(=O)O)c4ccccc4)C(C)C)c(C)c3cc2c1C	nt	3.2	-11.1	1.9	6.0	4.5	2.7	-1.7
O=C(c1ccncc1)N1CCCCN2[C@H](C1)[C@@H](c1ccc(C#Cc3ccccn3)cc1)[C@@H]2CO	nt	-0.7	3.4[16.7 µM]	3.7	-17.6	nt	-0.3	5.4
O=C(O)/C=C/c1cccc(NC(=O)c2ccc(Cl)cc2)c1	3.3	nt	4.8	0.1	7.3	1.0	nt	-2.6

Looked up one by one from the entries so far, 2 records:
SMILES	FN deposit inh	PglD inh	miR122 inh	CFTR F508del cor	GSIS activator	C2C12 statin	Cneo AK release	PGC1a acetyl inh
CC(C)NC(=O)Nc1ccc2c(c1)C(=O)N([C@H](C)CO)C[C@@H](C)[C@H](CN(C)Cc1ccc3c(c1)OCO3)O2	-1.2	0.8	-1.4[16.7 µM]	0.1	4.4	-4.5	-1.5	-1.7
CC(C)(C)OC(=O)N1CCC(NC(=O)c2nc[nH]c2C(=O)NCC(=O)OCc2ccccc2)CC1	-4.0	-0.9	-0.6	-0.6	-33.1	-0.9	-0.3	-6.3

Rows were taken by chance; overall some 2.1% were active at least once.
